EPAC2 ag: agonists of human EPAC2 (RAPGEF4) | EPAC2 activation, biochemical qHTS; response scale: 100% = 6.5 mM cAMP response | Potency, µM (series often up to 154 µM), inactives show top-dose activation, hits mostly activators | 360,000 tested, 0.079% active; also: potency is read from the fitted curve at half-maximal effect; nearly all actives have a fitted effect of over 50% in size
Target sequence (Q8WZA2 whole entry, looked up): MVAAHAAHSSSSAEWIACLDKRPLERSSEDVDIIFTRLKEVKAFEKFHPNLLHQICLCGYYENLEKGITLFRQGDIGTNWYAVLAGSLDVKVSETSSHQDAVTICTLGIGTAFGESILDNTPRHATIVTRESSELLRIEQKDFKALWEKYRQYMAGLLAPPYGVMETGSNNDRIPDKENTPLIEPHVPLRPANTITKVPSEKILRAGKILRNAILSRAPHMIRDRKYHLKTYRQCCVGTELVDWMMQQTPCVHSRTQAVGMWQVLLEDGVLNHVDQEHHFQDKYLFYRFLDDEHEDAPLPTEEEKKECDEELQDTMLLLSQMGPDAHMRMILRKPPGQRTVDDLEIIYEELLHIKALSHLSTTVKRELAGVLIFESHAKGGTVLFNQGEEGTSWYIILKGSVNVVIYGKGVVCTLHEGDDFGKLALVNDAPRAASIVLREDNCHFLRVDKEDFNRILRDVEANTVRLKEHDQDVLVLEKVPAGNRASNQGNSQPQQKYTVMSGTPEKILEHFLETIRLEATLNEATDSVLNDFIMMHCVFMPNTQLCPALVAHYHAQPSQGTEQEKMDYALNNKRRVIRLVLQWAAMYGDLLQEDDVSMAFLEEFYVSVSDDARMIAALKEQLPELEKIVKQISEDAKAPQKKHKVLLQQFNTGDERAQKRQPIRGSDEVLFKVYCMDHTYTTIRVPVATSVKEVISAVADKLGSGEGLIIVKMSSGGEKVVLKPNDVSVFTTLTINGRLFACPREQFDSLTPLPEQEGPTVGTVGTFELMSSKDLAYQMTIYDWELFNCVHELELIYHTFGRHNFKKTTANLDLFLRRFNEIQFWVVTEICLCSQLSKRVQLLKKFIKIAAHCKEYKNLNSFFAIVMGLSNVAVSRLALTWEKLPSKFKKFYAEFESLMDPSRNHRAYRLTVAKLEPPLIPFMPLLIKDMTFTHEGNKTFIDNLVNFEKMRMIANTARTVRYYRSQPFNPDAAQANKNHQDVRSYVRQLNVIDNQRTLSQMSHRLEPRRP
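Fluorescence exchange assay: 100 nM EPAC2 with 250 nM RAP1B-BODIPY-GDP and 50 uM GDP; compounds tested as a concentration-titration series (qHTS). Loss of Rap1-bound BODIPY-GDP fluorescence read at 480/540 nm; data normalized to 6.5 mM cAMP.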
EPAC2 antagonist: blocks human EPAC2 exchange factor; Q8WZA2; EPAC2 GEF exchange of Rap1B-BODIPY-GDP, fluorescence; Potency, µM (titrated, usually from 114 µM), for the others: at the top dose activity, negative = inhibition, usual class: inhibitors; 360,000 tested, 0.18% active; also: potency is read from the fitted curve at half-maximal effect; % is scaled to controls: 0 for no effect and ±100 for the full control effect; nearly all actives have a fitted effect of over 45% in size; many of its hits are not listed in these tables
D3 ag: activates the human D3 dopamine receptor | D3R DiscoveRx beta-arrestin cells, luminescence, 90 min | P35462 | max activation, % | 410,000 tested, 0.58% active | AID 652048; in the data active = max activation above about 30%; also: 0% is about no effect; mostly tested at two doses, the higher about 12 µM
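Cells at 1500/well, incubated overnight, then treated with pinned compounds (dopamine as control) for 90 min at 37 degrees C. DiscoveRx reagent added for 30 - 60 minutes at room temperature; luminescence read.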
FUS suppressor: rescues growth of FUS-expressing yeast; S. cerevisiae FUS-expressing, growth rescue, OD600, 24 h; Potency, µM (highest dose often 76.6 µM), inactives show at the top dose growth rescue (activation), hits mostly activators; 390,000 tested, 0.24% active;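 also: potency is read from the fitted curve at half-maximal effect; plate controls were DMSO vehicle for no effect and reference control for full effect; nearly all actives have a fitted effect of over 55% in size; some results filed as inactive show a strong effect at the top dose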
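Compound concentration series was pinned onto galactose-induced FUS-expressing yeast seeded at OD 0.005. Plates sat 24hr at 30C; absorbance at 600 nm gave growth. DMSO served as background control.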
TDP43 rescue: inhibitors of TDP-43 toxicity in yeast. Potency, µM (doses to about 46.1 µM), for inactives: at the top dose growth rescue (activation), hits mostly activators. TDP-43 expressing yeast growth rescue, BacTiter-Glo, 24 h. 410,000 tested, 1.8% active; also: potency is read from the fitted curve at half-maximal effect; % of control where 0% means no effect; nearly all actives have a fitted effect of over 50% in size
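Readout is BacTiter-Glo luminescence of cell growth, so inhibitors register as activators. TDP-43-expressing yeast at OD600=0.02 in galactose medium, after raffinose pregrowth to mid-log, were incubated with compound for 24 hr at 30 deg C.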
D3 antag: D3 dopamine receptor (human) antagonism; P35462; D3R cells, DiscoveRx beta-arrestin luminescence, antagonist mode; hits give low values; max response, negative = inhibition, %; 360,000 tested, 2.5% active; AID 652054; in the data active = max response below about -50%; inconclusive = no clear call, values can overlap the other calls; also: % is scaled to controls: 0 for no effect and ±100 for the full control effect; mostly tested at two doses, the higher about 12 µM
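Cells plated overnight at 1500 cells/well, then exposed to library compounds with dopamine controls for 90 minutes at 37 degrees C. DiscoveRx reagent added for 30–60 minutes at room temperature; luminescence read, quantitative HTS format.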
aSyn rescue: rescues yeast growth from alpha-synuclein toxicity; Yeast expressing alpha-synuclein, growth rescue, BacTiter-Glo, 24 h; Potency, µM (top dose mostly 46.1 µM), without a hit: top-dose growth rescue (activation), actives largely listed as activators; 370,000 tested, 0.14% active; AID 652106; also: potency is read from the fitted curve at half-maximal effect; % of control where 0% means no effect; nearly all actives have a fitted effect of over 65% in size
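Rescue of yeast growth: cells expressing toxic alpha-synuclein, induced in galactose at OD600 0.02, incubated with compound 24 h at 30 C. ATP luminescence quantified growth; inhibitors of toxicity appear as activators.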
Abeta yeast res: A-beta toxicity reversal in yeast; yeast expressing A-beta42, growth rescue, OD600, 48 h; response scale: 0% DMSO, 100% iron-clioquinol control; Potency, µM (series often up to 46.1 µM), for inactives: top-dose growth rescue, most hits filed as activators; 410,000 tested, 0.063% active; also: potency is read from the fitted curve at half-maximal effect; nearly all actives have a fitted effect of over 55% in size
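Yeast A-beta toxicity model in growth medium with pinned compounds, 48 h at 30 C; growth read as absorbance at 600 nm. Normalized to FeCl3/clioquinol equimolar mix (positive) and DMSO (negative).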
Numbers without * were called inactive; ? = inconclusive; · = no result given; & = joins results of further samples; [ ] = remark or other dose. Unless noted, calls follow the shape of the dose curve; as a rule, active = well fitted curve in the direction sought with a large enough effect; inconclusive = small, poorly fitted or top-dose-only effect, or another doubt; inactive = no such curve, though single readings can be large; an effect the other way counts as inactive or inconclusive.

SMILES | EPAC2 ag | EPAC2 antagonist | D3 ag | FUS suppressor | TDP43 rescue | D3 antag | aSyn rescue | Abeta yeast res
CC(C)CCOCC(=O)Oc1ccccc1C(=O)O | -10% | 4%[57.1 µM] | 0 | -35% | -13% | -1 | -10% | 4%
C[C@@H]1CCC[C@@]2(O[C@H](CCO)C[C@@H](O)[C@@H]2O)O1 | 8% | -1% | -2 | -11% | 0% | 0 | 0% | 3%
Cc1ccc(S(=O)(=O)N(C)CC(=O)OCC(=O)N2CC(=O)Nc3ccccc32)cc1 | 0% | 13% | 1 | 9% | 2% | 24 | 8% | 3%
COc1ccc(N2CCN(C(=O)C3CCN(C(=O)c4ccc([N+](=O)[O-])cc4)CC3)CC2)cc1 | 3% | 4% | 8 | 21% | 2% | 16 | 0% | 5%
Cc1cccc(N2CCN(C(=O)c3cc4c(=O)n(C)c5ccccc5c4s3)CC2C)c1 (stereo not given) | · | · | 7 | -24% | 6% | · | · | -2%
O=[N+]([O-])c1ccc(Cl)cc1NCc1cccnc1 | 1% | -2% | 6 | -7% | 5% | 8 | 1% | -8%
O=C(Nc1cccc(C(F)(F)F)c1)N1CC2CCCN2c2ccccc21 (stereo not given) | · | · | 4 | -3% | 0% | · | · | -15%
O=C(CCc1nc2ccccc2[nH]c1=O)N/N=C/c1ccccc1 | 6% | -2% | 2 | -2% | 8% | -12 | 1% | 1%
O=c1[nH]cnc2c1N1CCC2CC1 | -1% | 8% | -4 | 17% | 8% | -18 | -8% | 6%
CCOC(=O)Cc1csc(NC(=O)c2ccoc2C)n1 | 10% | 11% | 0 | 11% | -7% | 2 | -11% | -19%
Cc1cc(-c2nnc(SCC(=O)Nc3ccc(F)cc3F)n2N)n[nH]1 | 6% | -4% | 0 | 10% | -16% | -16 | 8% | 4%
O=C(CCn1ccc2cc(S(=O)(=O)N3CCCC3)ccc21)NCc1cccc(F)c1 | 3% | 7% | 4&-9 | 5%&27% | 16%&8% | -1 | 2% | 13%&-13%
COc1ccc(NC(=S)NC(C)C(c2ccccc2)N2CCOCC2)cc1 (stereo not given) | 10% | ? | -2 | 19% | -16% | 6 | -5% | 11%
Cc1ccc(Cn2c(=O)n(CCc3ccccc3)c(=O)c3sc4ccccc4c32)cc1 | · | · | 1 | -27% | 8% | · | · | -1%
CCc1cccc(NC(=O)C2CCN(S(=O)(=O)c3ccc4c(c3)NC(=O)CO4)CC2)c1 | 3% | 2% | 2 | -2% | 22% | 27 | 0% | -3%
Cc1c(OCC(=O)NCC2CCC(C(=O)NCCCO)CC2)ccc2c(-c3ccccc3)cc(=O)oc12 (stereo not given) | -9% | 9% | 1 | ? | 6% | 3 | 1% | -3%
CC(C)(C)C(=O)Nc1c2c(nn1-c1ccccc1)CSC2 | 3% | 1% | -1 | 16% | -5% | -23 | -1% | -8%
O=[N+]([O-])c1ccc(Cl)c(CN2CCN(c3ncc(Cc4ccccc4)cn3)CC2)c1 | 8% | -1% | -13 | 23% | 21% | -20 | -26% | -7%
COc1ccc(OC)c(NC(=O)c2ccc(CN3CCc4ccccc4C3)cc2)c1 | 11% | -11% | -13 | -7% | 6% | -109* | 0% | 8%
NC(=NCCc1c[nH]c2ccccc12)NS(=O)(=O)c1cc(F)ccc1F | -2% | 0% | 2 | · | 24% | 0 | 4% | 16%

The last 4 compounds of the section before lead into the next.
SMILES | EPAC2 ag | EPAC2 antagonist | D3 ag | FUS suppressor | TDP43 rescue | D3 antag | aSyn rescue | Abeta yeast res
CC(C)(C)C(=O)Nc1c2c(nn1-c1ccccc1)CSC2 | 3% | 1% | -1 | 16% | -5% | -23 | -1% | -8%
O=[N+]([O-])c1ccc(Cl)c(CN2CCN(c3ncc(Cc4ccccc4)cn3)CC2)c1 | 8% | -1% | -13 | 23% | 21% | -20 | -26% | -7%
COc1ccc(OC)c(NC(=O)c2ccc(CN3CCc4ccccc4C3)cc2)c1 | 11% | -11% | -13 | -7% | 6% | -109* | 0% | 8%
NC(=NCCc1c[nH]c2ccccc12)NS(=O)(=O)c1cc(F)ccc1F | -2% | 0% | 2 | · | 24% | 0 | 4% | 16%
CC(C)c1nc(SCC(=O)N2c3ccccc3CC2C)c2ccccc2n1 (stereo not given) | 22% | -6% | 10 | 26% | 9% | 7 | 0% | 0%
C/C(=N\NC(=O)c1ccc(F)cc1)c1ccc(NC(=O)Cc2ccccc2)cc1 | 18% | 19% | -10 | 20% | -23% | ? | 1% | 13%
COc1cc(O)c(CCC(=O)c2cc(OC)c(OC)c(OC)c2)c(OC)c1 | -2% | -7% | 12 | 4% | 8% | 22 | 3% | 29%
O=C(CSc1nnc(-c2ccc(F)cc2)c2ccccc12)Nc1c(F)cccc1F | 7% | 4% | -2 | 23% | 19% | -8 | 11% | 7%
Cc1cccn2c(=O)c(/C=C(\C#N)S(=O)(=O)c3ccccc3)c(N3CCN(C)CC3)nc12 | 8% | -6% | -22 | 15% | 7% | 11 | 1% | 3%
COCCCN1C(=O)C(CC(=O)NC2CCCCC2)CC(C(=O)N(C(C)C)C(C)C)=C1C (stereo not given) | -1% | 9% | 0 | -5% | -20% | -24 | -3% | -14%
O=C(CCC1CCCC1)Nc1ccon1 | 2% | -1% | -4 | -3% | ? | 16 | -3% | 14%
CCOC(=O)N1CCC(N2C(=O)c3ccc(C(=O)NCc4ccco4)cc3C2=O)CC1 | 12% | -6% | 2 | -1% | 29% | -5 | 13% | 13%
CC(C)NC(=O)C1(C)Cc2c(-c3cccc(C(F)(F)F)c3)ccnc2O1 (stereo not given) | 4% | 25% | 0 | 8% | 12% | 3 | -2% | -5%
CC1CN(c2ccc(Cl)cc2)c2nc3c(c(=O)n(CC(=O)O)c(=O)n3C)n2C1 (stereo not given) | · | · | -21 | 3% | -10% | · | · | -13%
CCCC(C)NC(=O)CSc1nnc2ccccn12 (stereo not given) | -3% | -4% | -5 | 19% | -21% | -15 | -2% | -21%
Cc1cc(=O)[nH]c(N/N=C/c2ccc(N(C)C)cc2)n1 | 2% | -27% | -8 | 7% | -23% | -25 | -5% | -11%
CCOc1ccc(CCNC(=O)CCS(=O)(=O)c2ccc(C)cc2)cc1OCC | 12% | 8% | -1 | -26% | -6% | -2 | -4% | -13%
O=C1c2cccc3cccc(c23)C(=O)N1CCN1CCN(C(=S)Nc2ccc(Cl)cc2)CC1 | 9% | -1% | -5 | -9% | -7% | -24 | -8% | 3%
CC(=O)Nc1ccc(N(C(=O)Cn2nnc3ccccc32)C(C(=O)NC2CCCC2)c2ccc(O)c(O)c2)cc1 (stereo not given) | 3% | -4% | 11 | 22% | -3% | 8 | 0% | 11%
C1=C(c2ccccc2)Nc2nnnn2C1 | -21% | -2% | -4 | 24% | -9% | -21 | 0% | -1%
CCCN(CC(=O)Nc1ccc(F)c(F)c1F)C(=O)c1ccc2c(=O)n3c(nc2c1)CCC3 | 4% | 2% | 10 | 8% | 0% | -6 | 3% | -1%
O=C(Nc1ncc(Cc2ccccc2Cl)s1)C1CCCO1 (stereo not given) | 9% | -2% | -2 | 8% | 28% | -10 | 16% | 19%
COc1ccc(NC(=O)C23CC4CC(C2)CC(n2cnc(Br)n2)(C4)C3)cc1OC | 0% | -2% | -5 | -1% | -15% | 23 | 6% | -19%
Cc1c(C)c2ccc(OC3CCCCC3=O)cc2oc1=O (stereo not given) | 4% | 6% | -1 | 6% | 16% | -16 | 3% | -3%
CCOc1ccc(-c2cc3nc(C4CCN(C(=O)OC(C)(C)C)CC4)c(C(=O)Nc4cccc(C(F)(F)F)c4)cn3n2)cc1 | · | · | 7 | -17% | 28% | · | · | 16%
Cc1onc(-c2ccccc2Cl)c1C(=O)Nc1sc2c(c1C#N)CCC2 | 20% | -12% | -1 | 38% | 29% | -24 | · | 25%
Cc1ccc(N(C(=O)c2csnn2)C(C(=O)NC2CCCCC2)c2cccnc2)cc1 (stereo not given) | 1% | 4% | -6 | 15% | 5% | 1 | -1% | 10%
Cc1ccc2cc(CCNC(=O)c3cccc([N+](=O)[O-])c3)c(=O)[nH]c2c1 | 0% | 3%[57.1 µM] | 1 | -19% | 3% | 0 | -8% | -3%
COc1cccc(-c2nnc(SCC(=O)NC3CCCCC3)o2)c1 | · | · | -4 | 16% | ? | · | · | -4%
CCn1c2ccc(C)cc2c2nnc(SCCN3CCOCC3)nc21 | 11% | -1% | -2 | 9% | -1% | -23 | -2% | 9%
COc1ccc(C(=O)Nc2ccc3ccccc3c2)cc1OC | 2% | -1% | -4 | 1% | 0% | 0 | -4% | 8%
CC(=O)Nc1ccc(S(=O)(=O)N(CC(=O)NC2CC2)Cc2ccccc2)cc1 | 0% | 0% | 4 | -7% | 16% | 1 | -5% | 7%
O=S(=O)(c1c(F)cccc1F)N1CCN(C(=S)NCc2ccc3c(c2)OCO3)CC1 | 10% | 6% | -7 | 17% | -20%[9.22 µM] | -4 | -3% | 20%
COCCN(CC(=O)NC1CCCCC1)C(=O)c1csnn1 | 5% | 0% | 2 | 19% | -17% | 6 | -5% | 11%
COCCN(C(=O)COC(=O)/C=C/c1cccc(OC)c1)c1c(N)n(CC(C)C)c(=O)[nH]c1=O | -8% | -3% | 1 | 14% | -17% | 24 | -1% | 5%
CC(=O)c1ccc(N2CCN(C(=O)c3cc4c(s3)CCCC4)CC2)cc1 | 7% | -5% | -5 | 32% | 22% | -2 | ? | 1%
CCN(C(=O)CN1CCN(C)CC1)c1c(N)n(Cc2ccccc2)c(=O)[nH]c1=O | 1% | 11% | 10 | · | 18% | -4 | 5% | 2%
Cc1cccc(N2C(=O)CSC23C(=O)N(Cc2cccc(C(F)(F)F)c2)c2ccccc23)c1 (stereo not given) | · | · | -11 | 45% | 5% | · | -11% | -11%
COc1ccc(/C=C2/C(=O)N(c3ccccc3)N=C2C)cc1OC | 6% | 7% | -7 | 12% | · | ? | -14% | 11%
CCN(C(=O)CSc1nc2ccccc2nc1Cc1cccc(OC)c1)c1cccc(C)c1 | · | · | -16 | 29% | -8% | · | · | 3%
CCCn1c(CCC(=O)O)nc2cc(S(=O)(=O)N3CCCC3)ccc21 | -3% | -4% | 2 | 17% | 16% | 8 | -7% | -2%
CCCCc1c(C)c2ccc(OCC(C)=O)cc2oc1=O | -8% | 4% | 4 | -17% | ? | 1 | 10% | 27%[9.22 µM]

Bioassay records from PubChem.

An excerpt, so the mix of outcomes need not match the whole.
